High-throughput results as filed in PubChem BioAssay.
FEN1 inh = inhibitors of human flap endonuclease 1; AID 588795; P39748; hit rate 0.35% among 390,000; Potency, µM (doses to about 114 µM), without a hit: at the highest dose activity change, negative = inhibition, hits mostly inhibitors; Recombinant FEN1 flap cleavage, fluorescence, 15 min; note: nearly all actives have a fitted effect of over 65% in size
Target sequence (P39748 whole entry, looked up): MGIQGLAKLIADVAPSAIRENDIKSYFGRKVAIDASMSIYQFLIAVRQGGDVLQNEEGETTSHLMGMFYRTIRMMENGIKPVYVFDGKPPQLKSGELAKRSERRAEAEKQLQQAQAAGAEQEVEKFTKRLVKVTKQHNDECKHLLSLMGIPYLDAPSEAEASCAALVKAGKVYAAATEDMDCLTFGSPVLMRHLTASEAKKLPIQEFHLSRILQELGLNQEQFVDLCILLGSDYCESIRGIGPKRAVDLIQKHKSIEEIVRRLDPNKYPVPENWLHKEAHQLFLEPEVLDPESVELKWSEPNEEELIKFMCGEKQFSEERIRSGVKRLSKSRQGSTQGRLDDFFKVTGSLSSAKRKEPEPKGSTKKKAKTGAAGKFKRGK
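Read-out was taken twice, immediately and after 15 min, following addition of 50 nM substrate to 10 nM FEN1 that had sat with test compound for 15 min at room temperature. Curves came from a four-parameter Hill model.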
DT40 TDP1 CPT = growth inhibition of DT40 Tdp1-/-;hTDP1 cells with camptothecin (screen for TDP1 inhibitors) | AID 686979 | Potency, µM (series often up to 46.2 µM), without a hit: at the highest dose activity change, negative = growth inhibition, usual class: inhibitors | hit rate 12% among 420,000 | chicken DT40 Tdp1-/-;hTDP1 cells + 20 nM CPT, ATP luminescence, 48 h; note: nearly all actives have a fitted effect of over 55% in size
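Chicken DT40 Tdp1-/- cells complemented with human TDP1, 400 cells/well, exposed to compounds plus 20 nM camptothecin for at least 48 h at 37 C; viability read as ATP content by CellTiter-Glo luminescence.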
KAT2A inh = GCN5L2 (KAT2A) acetyltransferase inhibition; hit rate 0.21% among 390,000; Potency, µM (top dose mostly 58.9 µM), without a hit: top-dose activity change, negative = inhibition, actives largely listed as inhibitors; Q92830; GCN5L2 HAT assay, ThioGlo1 CoA-SH fluorescence
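ThioGlo1-coupled HAT assay: 20nM GCN5L2, 70uM acetyl-CoA, 75uM H3(1-25) peptide, pH 7.5. Fluorescence read at 340/540nm at start and after 20 min at room temperature.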
* hit, by the source's call; ? = inconclusive; / = no result given; & = joins results of further samples; [ ] = remark or other dose. Calls come from the whole dose curve; as a rule, active = well fitted curve in the direction sought with a large enough effect; inconclusive = small, poorly fitted or top-dose-only effect, or another doubt; inactive = no such curve, though single readings can be large; an effect the other way counts as inactive or inconclusive. % is set by controls: 0 for no effect and ±100 for the full control effect; potency is the fitted concentration of half-maximal effect. The list is partial. The share of hits here may be higher or lower than overall.

SMILES	FEN1 inh	DT40 TDP1 CPT	KAT2A inh
O=C(c1cc(-c2ccc(Cl)cc2)on1)N(Cc1cccc(F)c1)Cc1ccco1	3.7%	?	-10.2%
CCC(C)[C@H]1CNCCN1CCc1cccc(F)c1 (stereo not given in full)	3.6%	-18.8%	-3.9%
Cc1cccc(NC(=O)c2ccc(F)c(S(=O)(=O)NCc3ccc4c(c3)OCO4)c2)c1	-21.5%	-10.2%	-5.2%
CN1C(=S)SC2CS(=O)(=O)CC21 (stereo not given)	7.7%	0.0%	-1.8%
CSc1n[nH]c2nc3c(c(=O)n12)C1(CCCCC1)Cc1ccccc1-3	0.9%	-4.1%	-12.2%
CCOc1ccccc1Nc1nnc(SCc2ccc(C(=O)OC)o2)s1	-0.5%	?	-9.0%
CCCCN(C(=O)CN1C(=O)C2CC=CCC2C1=O)c1c(N)n(CCC)c(=O)[nH]c1=O (stereo not given)	-19.8%	0.0%	-13.9%
O=C(O)C1CCN(C(=O)CCc2ccccc2)CC1	-4.6%	-4.0%	-3.8%
COc1cc(C)c2c(c1C=O)Oc1c(c(C)c(O)c3c1C(O)OC3=O)OC2=O (stereo not given)	?	24.9%[9.04 µM]	-24.1%&9.3%
C/C(=N\NC(=O)c1cc(-c2cccnc2)nc2ccccc12)c1ccccc1O	-5.3%	4.61µM*	-7.5%
CC(C)S(=O)(=O)N1CCN(c2ccnc3cc(Cl)ccc23)CC1	-1.2%	?	-4.6%
NS(=O)(=O)c1cc(C(=O)N2CCNC(=O)C2)ccc1Cl	-5.1%	1.0%	-24.3%
CCC(c1nc2ccccc2c(=O)n1-c1cccnc1)N1C(=O)c2ccccc2C1=O (stereo not given)	-12.4%	-4.3%	-3.7%
COc1ccccc1OCCCn1c(=O)oc2ccc(C)cc21	-5.1%	-17.2%	0.7%
Cc1cccc(C)c1NC(=O)c1cc(S(=O)(=O)N2CCc3ccccc32)cn1C	-1.7%	-2.8%	-5.1%
O=C(Nc1cccc(C(F)(F)F)c1)c1cc(-c2cccs2)on1	-19.9%	-15.4%	-1.2%
C=C(C)CNC(=O)CCc1nnc(C2(c3ccc(Cl)cc3)CCC2)o1	2.3%	-24.6%	1.4%
O=C(O)CCC(=O)Nc1ccc(Br)c(Cl)c1	-1.0%	3.2%	-15.3%
CCc1ccccc1NC1=CC(=O)CC(C)(C)C1	3.1%	4.1%	-5.3%
Cc1csc(NC(=O)CSCC(=O)O)c1-c1nc2ccccc2s1	?	-22.0%	-23.6%

Shown with each value named: entries from further up
> CC(C)S(=O)(=O)N1CCN(c2ccnc3cc(Cl)ccc23)CC1
- FEN1 inh: -1.2%
- DT40 TDP1 CPT: ?
- KAT2A inh: -4.6%
> NS(=O)(=O)c1cc(C(=O)N2CCNC(=O)C2)ccc1Cl
- FEN1 inh: -5.1%
- DT40 TDP1 CPT: 1.0%
- KAT2A inh: -24.3%
> CCC(c1nc2ccccc2c(=O)n1-c1cccnc1)N1C(=O)c2ccccc2C1=O (stereo not given)
- FEN1 inh: -12.4%
- DT40 TDP1 CPT: -4.3%
- KAT2A inh: -3.7%
> COc1ccccc1OCCCn1c(=O)oc2ccc(C)cc21
- FEN1 inh: -5.1%
- DT40 TDP1 CPT: -17.2%
- KAT2A inh: 0.7%

(continued)
SMILES	FEN1 inh	DT40 TDP1 CPT	KAT2A inh
O=C(NC1CCN(S(=O)(=O)c2ccccc2)CC1)C1CCCCC1	0.7%	-15.8%	-1.3%
COc1cccc(NC(=O)CN(C)CC(=O)NCc2ccco2)c1	-12.7%	-27.8%	0.7%
CCNc1nc(NC(C)CC)nc(ON=C(C)C)n1 (stereo not given)	-5.8%	1.6%	-3.5%
CCOC(=O)C1=C(C)N(C)C(=S)NC1c1ccc(Cl)cc1Cl (stereo not given)	-12.4%	?	-8.6%
Cc1ccc2c(c1)c1c(n2CC(O)CN2CCC(C)CC2)CCCC1 (stereo not given)	2.8%	?	-9.5%
O=C(O)C1CCC(CNCc2ccncc2)CC1 (stereo not given)	-3.7%	48.4%[activator]	-21.3%
O=C(NC1CCCCCC1)c1ccc(CS(=O)c2cccc(Cl)c2)o1 (stereo not given)	2.5%	?	-8.0%
CN(C(=O)COC(=O)c1ccc[nH]c1=O)C1CCCCC1	20.1%	-4.0%	0.0%
CC(=O)c1cccc(N2Cc3ccccc3C2=NC(=O)CCl)c1	-9.6%	?	-5.2%
COc1ccc(NC(=O)CSc2nc(O)c(C/C=C/c3ccccc3)c(=O)[nH]2)cc1	-3.5%	-1.8%	0.1%
Cc1ccc(-n2nnnc2CNC(=O)C(C)(C)C)cc1C	-3.9%	-11.5%	0.4%
COc1ccc(CCNC(=O)C2CC(c3c(Cl)cccc3Cl)=NO2)cc1 (stereo not given)	-13.8%	?	-11.1%
Cc1ccccc1CCNC(=O)c1cc2cc(S(=O)(=O)N3CCCCC3)ccc2n1C	0.3%	10.3µM*	-0.2%
COCCNC(=S)N1CCN(Cc2ccc3c(c2)OCO3)CC1	-3.2%	-10.5%	-5.5%
CC(C)NC(=O)CN(Cc1ccc2c(c1)OCO2)C(=O)CCC(=O)Nc1ccccn1	2.1%	7.7%	0.3%
Cc1noc(C)c1CSCC(=O)Nc1cc(S(=O)(=O)N2CCCCC2)ccc1OC(C)C	-13.6%	11.6µM*	-1.5%
COC(=O)C(CC(=O)c1ccc(Br)cc1)n1cccn1 (stereo not given)	-6.9%	-6.6%	-2.7%
COCCN1Cc2cccc(C(=O)Nc3ccc(S(=O)(=O)N4CCCCCC4)cc3)c2C1=O	-2.8%	-24.7%	-3.7%
O=C(c1ccc2c(c1)N(Cc1ccc(Cl)cc1)C(=O)c1ccccc1S2=O)N1CCCCC1 (stereo not given)	-4.4%	?	-1.8%
CCOC(=O)C1CCCN(S(=O)(=O)c2ccc(Cl)nc2)C1 (stereo not given)	6.6%	-7.7%	1.1%

Whole records as entered above:
Cc1ccccc1CCNC(=O)c1cc2cc(S(=O)(=O)N3CCCCC3)ccc2n1C is listed with FEN1 inh: 0.3%; DT40 TDP1 CPT: 10.3µM*; KAT2A inh: -0.2%
CC(C)NC(=O)CN(Cc1ccc2c(c1)OCO2)C(=O)CCC(=O)Nc1ccccn1 is listed with FEN1 inh: 2.1%; DT40 TDP1 CPT: 7.7%; KAT2A inh: 0.3%
CCNc1nc(NC(C)CC)nc(ON=C(C)C)n1 (stereo not given) is listed with FEN1 inh: -5.8%; DT40 TDP1 CPT: 1.6%; KAT2A inh: -3.5%

(listing goes on)
SMILES	FEN1 inh	DT40 TDP1 CPT	KAT2A inh
COC(=O)c1ccccc1NC(=O)c1cc[n+](C)cc1	-3.5%	-8.3%	/
O=C(O)CN1C(=O)N/C(=C\c2cccn2-c2ccc(P(=O)(O)O)cc2)C1=O	0.4%	/	-8.4%
COc1ccc2nc(NC(=O)C3CCCN(S(=O)(=O)c4cccs4)C3)sc2c1 (stereo not given)	10.5%	?	-2.0%
COc1ccc(CN2C(=O)C(Cc3ccccc3)Nc3ncnc(N4CCN(c5ccccc5)CC4)c32)cc1 (stereo not given)	-24.5%	?	-13.4%
CC(=O)NC(CC(=O)NNC(=O)c1cccs1)c1ccccc1 (stereo not given)	6.0%	-16.0%	-9.8%
COCCN(CCOC)C(=O)CC(=O)N(CCOC)CCOC	8.0%	9.4%	-6.1%[0.501 µM]
COc1ccc(Nc2nc(NCc3ccco3)nc(N/N=C/c3ccccc3)n2)cc1	-3.2%	?	-14.0%
Cc1ccc(N=CC=C2OC(C)(C)C(C)(C)O2)cc1	9.1%	-24.2%	-8.3%
COCC(=O)Oc1c(S(=O)(=O)c2ccc(C)cc2)c(C)nn1C(C)(C)C	-1.9%	-1.6%	1.3%
COc1ccc(OC)c(Cc2nnc(CCC(=O)N3CCCCC3)o2)c1	-9.3%	-4.5%	0.7%
CC(Nc1nc(-c2cccnc2)nc2ccccc12)c1ccc(F)cc1 (stereo not given)	-11.3%	25.9µM*	-5.9%
CSCCC(NS(=O)(=O)c1ccc2c(c1)oc(=O)n2C)C(=O)NCCc1ccc(C)cc1 (stereo not given)	-4.5%	-7.5%	-5.8%
COc1cccc(-c2cc(N)nn2C(=O)Nc2ccc(Cl)cc2)c1	-14.4%	?	?
CCOC(=O)C1CCCN(C(=O)Cc2ccc(OC)c(OC)c2)C1 (stereo not given)	-2.9%	-4.6%	-3.2%
CCc1nc(Oc2cccc(F)c2)c2oc3ccccc3c2n1	-0.5%	?	-1.3%
CCOC(=O)N1CCN(C(=O)c2cn(CC)c3ccc(S(=O)(=O)N4CC(C)CC(C)C4)cc3c2=O)CC1 (stereo not given)	0.8%	-8.6%	-4.0%
COc1ccc(CNC(=O)c2ccc3c(c2)nc2n3CCC(C)C2)c(OC)c1 (stereo not given)	-1.8%	2.1%	-8.5%
COc1ccc2c(CC(=O)Nc3ccc(OC)c(S(=O)(=O)N4CCOCC4)c3)coc2c1	9.9%	-13.2%	-5.9%
CCc1nc(SCC(=O)N2CCCC2)c2ccccc2n1	-15.8%	-1.5%	-10.4%
CCCN1CCc2c(sc3nc(SC)n(-c4ccccc4)c(=O)c23)C1	-4.4%	6.51µM*	-1.2%
CC1(C)CC2CC(C)(CN2C(=O)COC(=O)c2cccc(O)c2)C1 (stereo not given)	1.2%	-21.1%	3.2%
CCOC(=O)c1c(NC(=O)COC(=O)CC(NC(C)=O)c2ccccc2)sc(C(=O)NC)c1C (stereo not given)	-5.9%	-19.1%	?
O=C(CCC(F)(F)F)N1CCCC(CO)(CCc2ccccc2)C1 (stereo not given)	15.7%	-16.9%	-9.9%
Cc1nn(CCOc2ccccc2)c(=O)n1-c1c(F)cccc1F	3.0%	5.9%	-3.5%
O=C(Nc1ccc(NC(=S)NC(=O)c2ccccc2Cl)cc1)c1cccc(Cl)c1	5.0%	18.4µM*	/
CCSc1ccc(-c2ccco2)nn1	2.0%	8.4%	-16.7%
CN(C)S(=O)(=O)c1cccc(NC(=O)CSc2nncn2-c2ccccc2)c1	-7.6%	?	-2.5%
CCOc1ccc2c(c1)C(=NNC(=O)c1ccccn1)c1cc(OCC)ccc1-2	-12.0%	?	/
CC1CCCC(C)N1CCCNC(=O)c1cc2c(s1)-c1ccccc1OC2 (stereo not given)	13.1%	?	-13.1%
CCCCNC(=O)c1cc(C)nc2ccccc12	-7.4%	-2.6%	1.0%
O=C(Nc1ccccc1OCc1cc(=O)n2ccccc2n1)Nc1ccccc1C(F)(F)F	-3.4%	4.9%	3.0%
Fc1ccc(NCc2nnc3n2CCCCC3)cc1	-5.0%	-3.7%	-3.4%
O=C(Nc1ccc(Cl)cc1Cl)c1cccc(N2C(=O)C=CC2=O)c1	-25.0%	1.03µM*	-13.6%
Cc1cc(C)c2cc(CN(Cc3cccnc3)C(=O)c3ccc(F)cc3)c(Cl)nc2c1	-1.1%	18.4µM*	-6.7%
CCC12CN3CC(C)(CN(C1)C3c1ccccc1C)C2=O (stereo not given)	-0.2%	-2.2%	-6.5%
CCN(CC)CC(=O)N1CCCC(N2CCN(c3cccc(C(F)(F)F)c3)CC2)C1 (stereo not given)	-5.0%	?	-28.7%
COc1ccc(NC(=S)NNS(=O)(=O)c2ccc3ccccc3c2)c(OC)c1	0.2%	-10.8%	-6.7%
C#Cc1cccc(-n2nnc(C(C)=O)c2C)c1	1.5%	0.5%	-4.6%
CN(Cc1ccccc1)C(=S)NC(=O)c1cccs1	-2.5%	?	0.4%
C=CCN(c1ccccc1OC)S(=O)(=O)c1cccc(C(=O)OCC(=O)c2c(N)n(C)c(=O)n(C)c2=O)c1	-15.3%	?	/
CCOC(=O)N1CCN(c2c(NCc3ccc(Cl)cc3)c(=O)c2=O)CC1	20.1%	4.11µM*	-6.6%
O=C(CSc1nnc(-c2cccs2)o1)Nc1cccc(S(=O)(=O)N2CCCCC2)c1	1.9%	-17.1%	-2.0%
CCC(=O)c1cc2c(cc1NC(=O)c1ccc(C)cc1)OCCO2	8.0%	-15.7%	3.5%
O=C(NC12CC3CC(CC(C3)C1)C2)N1CCN(C(=O)C2CCCO2)CC1 (stereo not given)	6.3%	-0.5%	-4.4%
CCC(CO)NC1=C([N+](=O)[O-])C(=O)CC(C)(C)C1 (stereo not given)	-1.1%	6.0%	-8.9%
Cc1nc2c(C)cccc2cc1C(=O)N/N=C/c1cccnc1	-3.6%	5.17µM*	0.2%
COc1ccccc1NC(=O)CN(c1ccc(C)cc1)S(=O)(=O)c1c(C)n[nH]c1C	-9.7%	?	-7.9%
CCc1ccccc1NC(=O)c1cccc(N2C(=O)C3C4CCC(C4)C3C2=O)c1 (stereo not given)	5.8%	-7.6%	?
CC(NC(=O)c1cc(S(=O)(=O)N2CCCC2)cn1C)c1ccccc1 (stereo not given)	20.2%	?	-5.1%
